Source: PubChem (Broad Institute)
LGR2 antag: inhibitors of bursicon-induced Drosophila LGR2 receptor cAMP signaling; 380,000 compounds, 0.35% hits; HEK293 LGR2, CRE-luciferase, bursicon-stimulated, 4 h; inhibition, % at 9.99 µM;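 active means drop in luminescence signal, shown as inhibition above about 50% in the replicate tests, limit read from the data, passing the limit was not always enough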;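 further: agonist challenge used bursicon conditioned medium at about half maximal strength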
Xi reactivation: reactivates the inactive X chromosome in mouse fibroblasts | XiGFP mouse fibroblasts, % GFP-positive cells imaging, 3 d; cells co-treated with 5-aza-dC sensitizer; scaled so ellipticine positive control = 100% | 360,000 compounds, 0.055% hits | activation, % at 7.58 µM | AID 743238;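 active means mean normalized replicate activation at least 10% and every replicate at or above 10%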;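 further: 0% = median of on-plate neutral control wells and 100% = ellipticine 6 µM median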
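Schedule: 3 d treatment, 15 min room-temperature fixation; system: 68-5-11 XiGFP fibroblast line; buffer or medium: DMEM plus 5-aza-dC sensitizer; control set: ellipticine 6 µM positive control; compound: one concentration, pinned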
S100A4 inh HTS: blocks human S100A4 binding to myosin IIA peptide. P26447. S100A4/TAMRA-MyoIIA peptide fluorescence polarization. 360,000 compounds, 0.14% hits. inhibition, % at 10.7 µM;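 active means mean inhibition of at least 70% across replicates, with every replicate also reaching that level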
Target sequence (P26447 whole entry, looked up): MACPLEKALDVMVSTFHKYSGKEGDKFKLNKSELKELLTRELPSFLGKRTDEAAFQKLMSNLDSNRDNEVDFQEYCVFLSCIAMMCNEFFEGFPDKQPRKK
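incubation = readout 5 min after mixing, signal stable up to 60 min | system = S100A4 monomer protein | buffer or medium = HEPES pH 7.2 with CaCl2, KCl, NaCl, DTT, Triton | benchmarks = neutral control DMSO, positive control TFP | also added = fluorescent myosin IIA peptide, 5 nM | compound dosing = one concentration per compound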
PGC1a acetyl inh: modulators of PGC1a acetylation; AID 651687; U2OS PGC1a acetylation, AlphaScreen anti-acetyl-lysine; with virally co-expressed GCN5 acetyltransferase; inhibition, % at 15.6 µM; 350,000 compounds, 0.17% hits;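 active means every replicate shows inhibition of at least 40%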;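 further: 0% = neutral control wells and 100% = positive control wells; some results beyond the cut were filed as inactive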
* hit, by the source's call; / = no result given. These rows are one share of the data; count on the stated rates, not on these rows.

The opening 3 entries (preview)
SMILES	LGR2 antag	Xi reactivation	S100A4 inh HTS	PGC1a acetyl inh
CCC(CC)C(=O)NCCc1ccc(OC)cc1	6.6	/	/	-8.4
COc1cccc(-n2nc(-c3ccnn3-c3ccc(F)cc3)c(=O)n(C)c2=O)c1	-7.3	/	/	-2.4
Cc1ccc(NC(=O)c2c(C)noc2C)cc1	-19.5	/	/	-1.3

Main list, from the first entry:
SMILES	LGR2 antag	Xi reactivation	S100A4 inh HTS	PGC1a acetyl inh
CCC(CC)C(=O)NCCc1ccc(OC)cc1	6.6	/	/	-8.4
COc1cccc(-n2nc(-c3ccnn3-c3ccc(F)cc3)c(=O)n(C)c2=O)c1	-7.3	/	/	-2.4
Cc1ccc(NC(=O)c2c(C)noc2C)cc1	-19.5	/	/	-1.3
O=C(O)c1cc(S(=O)(=O)N2CCOCC2)c(Sc2ccccn2)cc1Sc1ccccn1	5.6	/	/	12.0
Cc1ccc(Oc2nc(C(F)(F)F)nc3ccccc23)cc1	-34.3	/	/	-12.5
Cc1oc(-c2ccccc2)cc1C(=O)Nc1ccc(N(C)C)cc1	5.9	/	/	-4.9
CSc1nsc(SC)c1NC(=O)N1CCCCC1	5.4	/	/	-7.5
O=c1ccc(/C=C/c2ccccc2)nn1Cc1ccc(Cl)cc1Cl	-3.7	/	/	6.0
O=C1CC(c2cccc(Br)c2)C2=C(CCCC2=O)N1 (centres undefined)	1.1	/	/	-11.6
Cc1ccc(Sc2nnc(-c3ccccc3)cc2C#N)cc1	-8.9	/	/	-2.1
CC1CCc2nc(NC(=O)C3CC3)sc2C1 (centres undefined)	-62.3	/	/	-6.2
COC(=O)CC(C(=O)Nc1cc(C(=O)OC)cc(C(=O)OC)c1)N1CCN(C)CC1 (centres undefined)	-27.2	/	/	-9.0
CC1(C)CC2(CC(c3cccs3)c3cc(Cl)c(O)cc3O2)NC(=S)N1 (centres undefined)	8.7	/	/	2.2
COc1ccc(-c2nnc(SCC(=O)NCc3cccs3)n2C(C)C)cc1	-1.3	/	/	-13.1
Cc1cc(OC(C)C)c2c(-c3ccccc3)cc(=O)oc2c1	-7.8	/	/	-28.4
Cc1ccc(Nc2nc(N3CCOCC3)c3ccccc3n2)cc1	7.9	/	/	-6.2
C[C@@H]1CN([C@@H](C)CO)C(=O)c2c(c3ccccc3n2C)-c2ccccc2CO[C@H]1CN(C)Cc1ccc(C(=O)O)cc1	/	-0.2	/	-0.7
CC(C)[C@@H](C)/C=C/[C@@H](C)[C@H]1CC[C@@H]2[C@]1(C)CCC1[C@]23C=C[C@]2(C[C@@H](O)CC[C@]12C)N(c1ccc(Br)cn1)O3 (some centres undefined)	/	0.2	-1.2	/
O=C(CSc1ccc(Br)cc1)Nc1ccccc1Oc1ccccc1	-14.1	0.0	/	/
CC(C)(C)C(=O)Nc1nnc(SCC(=O)Nc2ccc3c(c2)OCO3)s1	7.6	0.1	/	/
COc1ccccc1/C=N/NC(=O)c1ccc(-c2ccccc2)cc1	-4.9	0.1	/	/
Cc1cccc(CSCCNC(=O)Nc2ccccc2)c1	-4.0	0.1	/	/
CCOc1cccc(-c2csc(C3COc4ccccc4O3)n2)c1 (centres undefined)	-85.9	0.0	/	/
O=C(/C=C/c1ccccc1)Nc1cc(S(=O)(=O)N2CCOCC2)ccc1N1CCCC1	-1.7	0.2	/	/
COc1ccccc1CNC(=O)CSc1ccc(Br)cc1	17.4	0.0	/	/

The last three records of the section before come first, to join the parts.
SMILES	LGR2 antag	Xi reactivation	S100A4 inh HTS	PGC1a acetyl inh
CCOc1cccc(-c2csc(C3COc4ccccc4O3)n2)c1 (centres undefined)	-85.9	0.0	/	/
O=C(/C=C/c1ccccc1)Nc1cc(S(=O)(=O)N2CCOCC2)ccc1N1CCCC1	-1.7	0.2	/	/
COc1ccccc1CNC(=O)CSc1ccc(Br)cc1	17.4	0.0	/	/
COCCCNC(=O)CCSc1ccc(C)cc1	-11.2	0.0	/	/
Fc1ccccc1N1CCN(Cc2cccnc2)CC1	6.7	0.2	/	/
O=C(N/N=C1/CCSC1)c1cccc([N+](=O)[O-])c1	-14.1	0.0	/	/
CC(=O)c1c(Nc2ccccc2)sc(C(=O)c2ccccc2)c1C	-24.0	0.0	/	/
COc1ccc([N+](=O)[O-])cc1NC(=O)C1CCCO1 (centres undefined)	-4.4	0.9	/	/
CCN(CC)C(=O)CC(c1ccc(F)cc1)c1ccc(OC)cc1 (centres undefined)	-3.6	0.0	/	/
N#C/C(=C/c1ccc(-c2ccc(S(N)(=O)=O)cc2)o1)c1nc2ccccc2s1	-23.2	92.4*	/	/
CCNS(=O)(=O)c1ccc2c(c1)NCC2	-13.4	0.3	/	/
CCn1c(-c2ccc(C)cc2)nn(CC(=O)NCCc2ccccc2)c1=S	-15.3	0.1	/	/
Cc1cccc(NC(=O)c2ccc(OCC3CCCO3)cc2)c1C (centres undefined)	-25.2	0.3	/	/
Cc1cccc(C)c1OCc1nc2ccccc2c(=O)n1/N=C/c1ccc(OCC(=O)O)cc1	-4.1	0.0	/	/
O=C1NN(c2ccccc2)C(=O)/C1=C/c1ccc(Sc2cccc3ccccc23)o1	-19.8	0.1	/	/
COc1ccc(CNC(=O)COC(=O)CCOc2ccccc2)cc1	-6.9	-0.1	/	/
CS(=O)(=O)c1ccc2nc(NC(=O)Nc3ccc(Cl)c(Cl)c3)sc2c1	19.5	0.2	/	/
CN(C)S(=O)(=O)c1cccc(NC(=O)c2cc(-c3cccs3)nn2-c2cccc(Cl)c2)c1	1.8	0.1	/	/
Cc1nc(-c2ccc(Br)cc2)ccc1C(=O)O	5.0	0.0	/	/
c1cncc(N=c2scc(-c3cccc4ccccc34)n2CCCn2ccnc2)c1	4.9	0.1	/	/
COc1cccc(C(=O)C[n+]2ccccc2/C=N/O)c1	-2.8	0.0	/	/
O=C(NC(=S)NCC1CCCO1)c1ccc([N+](=O)[O-])cc1 (centres undefined)	-4.6	-0.1	/	/
CC(OC(=O)CCC(=O)c1cccs1)C(=O)Nc1ccc(Cl)cn1 (centres undefined)	-3.6	0.3	/	/
CN(CCc1ccccn1)C(=S)NC(=O)c1ccco1	17.0	0.3	/	/
COc1ccc(NC(=O)/C(C#N)=C\C=C\c2ccco2)cc1	6.1	-0.1	/	/
CCNc1ccc(S(=O)(=O)N(C)C)cc1NCC(=O)Nc1ccccc1F	-20.7	0.0	/	/
COC(=O)c1ccc(/C=N/NC(=O)c2ccccc2Cl)cc1	-38.4	-0.1	/	/
COc1ccc(/C=N/Nc2nc(Nc3ccccc3)nc(N3CCCCC3)n2)c(OC)c1	-18.4	0.0	/	/

3 consecutive compounds already listed:
SMILES	LGR2 antag	Xi reactivation	S100A4 inh HTS	PGC1a acetyl inh
O=C(/C=C/c1ccccc1)Nc1cc(S(=O)(=O)N2CCOCC2)ccc1N1CCCC1	-1.7	0.2	/	/
COc1ccccc1CNC(=O)CSc1ccc(Br)cc1	17.4	0.0	/	/
COCCCNC(=O)CCSc1ccc(C)cc1	-11.2	0.0	/	/

Continued.
SMILES	LGR2 antag	Xi reactivation	S100A4 inh HTS	PGC1a acetyl inh
CC/C(=N\NC(=S)Nc1ccc(OC)cc1)c1ccc(OC(F)F)cc1	-12.2	0.1	/	/
C[C@@H]1CCCCO[C@H](CN(C)C(=O)NC2CCCCC2)[C@@H](C)CN([C@H](C)CO)C(=O)c2cc(NS(=O)(=O)c3cn(C)cn3)ccc2O1	13.0	-0.6	/	/
CN=C(c1ccccc1)c1c(C)cccc1C	10.1	0.0	/	/
CCN1CCN(c2ncc(C(=O)Nc3cc(Cl)c(OC)cc3OC)c3ccccc23)CC1	22.3	-0.1	/	/
N#C/C(=C\c1cn(Cc2ccccc2F)c2ccccc12)C(=O)NCc1ccco1	-9.2	0.0	/	/
CCN(NC(=O)C(O)(c1ccc(F)cc1)c1ccc(F)cc1)C(=O)c1ccccc1	-15.9	-0.3	/	/
Cc1cc(C)n(C(=O)C2CCCN2S(=O)(=O)c2ccc(Cl)cc2)n1 (centres undefined)	-7.5	0.2	/	/
S=C(Nc1ccc(Oc2ccc(NC(=S)NC3CCCCC3)cc2)cc1)NC1CCCCC1	19.8	-0.1	/	/
CN1CCCN(C(=O)CC(c2ccccc2)c2ccccc2)CC1	3.3	0.0	/	/
Cc1ccc(-n2ncc3c(NCc4cccnc4)ncnc32)c(C)c1	13.6	-0.1	/	/
NC(=NCCc1c[nH]c2ccccc12)NS(=O)(=O)c1ccc2ccccc2c1	12.9	-0.1	/	/
CCOc1ccc(NC(=S)c2ccncc2)cc1	-16.0	0.1	/	/
Cc1onc(-c2ccccc2)c1C(=O)NC(=S)NNC(=O)c1ccc(O)cc1	8.0	0.0	/	/
COc1cc(CCC(=O)Nc2cccc(C(F)(F)F)c2)cc(OC)c1OC	6.9	0.1	/	/
COc1ccc(C(=O)N2CCN(S(=O)(=O)c3ccc(F)cc3)CC2)cc1OC	0.2	0.1	/	/
Cc1[nH]nc(SCC(=O)NCc2ccc(Cl)cc2)c1[N+](=O)[O-]	9.5	0.0	/	/
CCC(C)[C@H](NC(=O)Nc1cccc(Br)c1)C(=O)OC (some centres undefined)	5.4	-0.1	/	/
Cc1nn(C)cc1NC(=O)CC12CC3CC(CC(C3)C1)C2	-3.3	-0.1	/	/
CC(=O)NC(Cc1ccccc1)C(=O)OCC(=O)c1ccc(F)cc1 (centres undefined)	17.0	-0.1	/	/
Cc1ccc(NC(=O)c2ccc(NCCCN3CCOCC3)c([N+](=O)[O-])c2)cc1Cl	5.0	0.4	/	/
COCCn1c(-c2ccc(Cl)cc2)nc2c(c(=O)c3ccccc3n2C)c1=O	14.1	0.7	/	/
C=CCc1cccc(/C=N/NC(=O)CCC(=O)Nc2ccc(F)cc2)c1O	-12.1	-0.3	/	/
Cc1ccc(C(=O)Oc2cccc(NC(=O)c3ccccc3)c2)cc1C	-11.3	0.0	/	/
CCn1c(NCc2ccccc2NS(=O)(=O)c2ccc(C)cc2)nc2ccccc21	31.2	0.1	/	/
O=C(N/N=C/c1ccc(Cl)c([N+](=O)[O-])c1)c1cnccn1	-8.2	0.6	/	/
Additional compounds follow.
SMILES	LGR2 antag	Xi reactivation	S100A4 inh HTS	PGC1a acetyl inh
Cc1cc(-c2n[nH]c(=S)n2/N=C/c2ccccc2[N+](=O)[O-])n[nH]1	-1.6	1.0	/	/
C=CCSc1nc2sc(C)c(C)c2c(=O)n1N	9.7	0.2	/	/
Cc1ccc(S(=O)(=O)Nc2ccc3c(c2)C(=O)N([C@H](C)CO)C[C@@H](C)[C@H](CN(C)C(=O)Nc2ccccc2)OCCCC[C@H](C)O3)cc1	-6.4	-0.9	/	/
CCOC(=O)c1sc2nc(-c3ccccc3)ccc2c1N	2.4	0.2	/	/
COc1cc(NC(=O)CN2CCCCC2C)c(C)cc1[N+](=O)[O-] (centres undefined)	1.4	-0.1	/	/
CC(=O)c1ccc(OCC(O)CN2CCN(CCN3C(=O)c4cccc5cccc(c45)C3=O)CC2)cc1 (centres undefined)	12.4	-0.1	/	/
Cc1ccnc(NS(=O)(=O)c2cnc(Cl)c(Br)c2)c1	-4.6	-0.1	/	/
O=C(CNC(=O)c1ccc(-c2ccccc2)cc1)OCc1c(Cl)cccc1Cl	3.4	0.0	/	/
CCN(CC)S(=O)(=O)c1cccc(C(=O)N/N=C/c2ccc(O)c(O)c2O)c1	11.1	0.6	/	/
CCOCCCNC(=O)CN1C(=O)/C(=C/c2ccccc2)Sc2ccccc21	2.7	-0.1	/	/
COc1cccc(C(=O)N/N=C(\CC(C)C)c2ccccc2)c1	13.5	1.6	/	/
CNC(=O)/C(C#N)=C/c1c(N(Cc2ccccc2)Cc2ccccc2)nc2ccccn2c1=O	2.1	0.0	/	/
CCn1c(-c2c(Cl)c(C)nn2C)n[nH]c1=S	8.2	-0.1	/	/
O=C(COC(=O)/C=C/c1cccc(C(F)(F)F)c1)Nc1cccc2ccccc12	-11.2	0.4	/	/
Cc1cccc(C)c1NC(=O)CSc1cc(C(=O)c2nccn2C)c2ccccc2n1	5.3	-0.1	/	/
Cc1nc([N+](=O)[O-])cn1CC(=O)NCCCO	-11.9	0.2	/	/
Nc1[nH]nc2c1NN(c1ccc(Cl)cc1Cl)N2	-11.4	0.1	/	/
COc1cc2c(cc1OC)CN(C(=S)Nc1c(C)cccc1C)CC2	6.5	0.0	/	/
C=C(C(=O)c1ccccc1)C(c1ccccc1)C(C)C(=O)c1ccccc1 (centres undefined)	25.0	0.2	/	/
O=C(NNS(=O)(=O)c1ccc(F)c(Cl)c1)c1cccc(S(=O)(=O)N2CCOCC2)c1	-5.1	-0.1	/	/
CN1c2ccc(-c3cccc(F)c3)cc2[C@H]2[C@H](CCN2C(=O)C2CCC2)[C@H]1CO	-11.2	0.3	/	/
CCOc1ccc(NC(=O)CSc2ncnc3c2sc2ccccc23)cc1	-9.1	0.2	/	/
